From PubChem
ELG1 DNA repair – qHTS screen for small molecules that inhibit ELG1-dependent DNA repair in human embryonic kidney (HEK293T) cells expressing luciferase-tagged ELG1; HEK293T ELG1-luciferase reporter, luminescence, 16 h; DNA damage induced by 5-fluorouridine; 2.3% of 330,000 active; Potency, µM (doses to about 46.1 µM), for the others: top-dose activity change, negative = inhibition, hits mostly inhibitors; note: potency is the fitted concentration of half-maximal effect; % is set by controls: 0 for no effect and ±100 for the full control effect; nearly all actives have a fitted effect of over 55% in size
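Reporter activity after DNA damage by 5-fluorouridine is monitored. Compound-treated cells incubate 16 hr at 37 °C, then ONE-Glo is added for 30 min before luminescence reading.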
Mito fusion yeast – qHTS Assay for Small Molecule Inhibitors of Mitochondrial Division or Activators of Mitochondrial Fusion | S. cerevisiae fusion-defective mutant growth rescue, CellTiterGlo 48 h | Potency, µM (titrated, usually from 46.1 µM), for inactives: at the highest dose growth rescue (activation), usual class: activators | 0.23% of 320,000 active | AID 485298, 2010;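 note: potency is the fitted concentration of half-maximal effect; % of control where 0% means no effect; nearly all actives have a fitted effect of over 45% in size; temperature-sensitive fusion mutants such as fzo1-1 at 37 °C on non-fermentable ethanol glycerol medium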
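Compounds are tested for their ability to restore growth of mitochondrial fusion-defective yeast strains at non-permissive 37C in YPEG medium over 48 hours. Viability is quantified by luciferase luminescence.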
Eya2 phos inh – qHTS Assay for Inhibitors of the Phosphatase Activity of Eya2; Protein phosphatase EYA2 (Homo sapiens), O00167; AID 488837, 2010; Potency, µM (titrated, usually from 76.9 µM), inactives show at the highest dose activity, negative = inhibition, hits mostly inhibitors; recombinant Eya2, OMFP fluorescence dephosphorylation (OMFP is methylfluorescein phosphate); 0.006% of 330,000 active; note: potency is the fitted concentration of half-maximal effect; % is set by controls: 0 for no effect and ±100 for the full control effect
Target sequence (O00167 whole entry, looked up): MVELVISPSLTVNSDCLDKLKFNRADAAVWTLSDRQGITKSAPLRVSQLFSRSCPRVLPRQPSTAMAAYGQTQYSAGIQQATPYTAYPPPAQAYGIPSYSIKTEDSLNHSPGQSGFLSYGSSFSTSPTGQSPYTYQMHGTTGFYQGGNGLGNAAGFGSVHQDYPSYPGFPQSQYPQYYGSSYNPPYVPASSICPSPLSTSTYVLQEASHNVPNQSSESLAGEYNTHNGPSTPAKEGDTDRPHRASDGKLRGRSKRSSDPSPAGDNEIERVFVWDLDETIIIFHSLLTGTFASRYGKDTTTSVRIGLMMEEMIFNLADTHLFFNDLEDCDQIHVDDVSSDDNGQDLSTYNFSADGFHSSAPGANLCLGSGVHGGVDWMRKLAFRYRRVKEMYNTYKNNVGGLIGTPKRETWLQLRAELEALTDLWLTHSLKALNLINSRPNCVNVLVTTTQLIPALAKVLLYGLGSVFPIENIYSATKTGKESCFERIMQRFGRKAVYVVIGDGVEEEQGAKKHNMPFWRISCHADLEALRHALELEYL
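Eya2 (0.2 uM) preincubated 10 min at ambient with compound, then OMFP substrate added at 50 uM; 10 min reaction in 50 mM HEPES pH 7.5, 50 mM NaCl, 5 uM MgCl2, 0.05% BSA, 1 mM DTT. Fluorescence read at Ex 485/Em 525 nm.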
Chronic BCR inh – qHTS Assay to Find Inhibitors of Chronic Active B-Cell Receptor Signaling. Potency, µM (top dose mostly 46.1 µM), for inactives: at the top dose ratio change, negative = lower green/red ratio, usual class: inhibitors. ABC-DLBCL IkBa-CBG/CBR reporter, luminescence ratio, 4 h. 0.05% of 340,000 active; active = well fitted inhibition curve with a large enough effect in the signal ratio, with a control signal flat, not every such curve was filed as active; inconclusive = small, poorly fitted or top-dose-only effect, or effect the other way, or a change in a side signal; the % refers to the signal ratio;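 note: potency is the fitted concentration of half-maximal effect; plate controls were basal doxycycline-induced cells for no effect and cells given 10 µM MG132 for full effect; MG132 reads +100%, hits lower the ratio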
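Concentration-response series (up to 46 uM) were applied to TMD8 dual-reporter cells for 4 h at 37C with doxycycline. Green/red ratio, after filter-overlap correction, defined %Activity; red signal alone was normalised to basal cells and zero luminescence.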
USP2a inh – qHTS Assay for Inhibitors of Ubiquitin-specific Protease USP2a Using CHOP2 as the Reporter | Ubiquitin carboxyl-terminal hydrolase 2 (Homo sapiens), O75604 | USP2 core, Ub-CHOP2 coupled fluorogenic reporter, 485/531 | Potency, µM (titrated, usually from 38.3 µM), for the others: top-dose activity change, negative = inhibition, hits mostly inhibitors | 0.01% of 330,000 active | AID 463254, 2010;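 note: potency is the fitted concentration of half-maximal effect; plate controls were DMSO wells for no effect and full inhibition by NEM control for full effect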
Target sequence (O75604 whole entry, looked up): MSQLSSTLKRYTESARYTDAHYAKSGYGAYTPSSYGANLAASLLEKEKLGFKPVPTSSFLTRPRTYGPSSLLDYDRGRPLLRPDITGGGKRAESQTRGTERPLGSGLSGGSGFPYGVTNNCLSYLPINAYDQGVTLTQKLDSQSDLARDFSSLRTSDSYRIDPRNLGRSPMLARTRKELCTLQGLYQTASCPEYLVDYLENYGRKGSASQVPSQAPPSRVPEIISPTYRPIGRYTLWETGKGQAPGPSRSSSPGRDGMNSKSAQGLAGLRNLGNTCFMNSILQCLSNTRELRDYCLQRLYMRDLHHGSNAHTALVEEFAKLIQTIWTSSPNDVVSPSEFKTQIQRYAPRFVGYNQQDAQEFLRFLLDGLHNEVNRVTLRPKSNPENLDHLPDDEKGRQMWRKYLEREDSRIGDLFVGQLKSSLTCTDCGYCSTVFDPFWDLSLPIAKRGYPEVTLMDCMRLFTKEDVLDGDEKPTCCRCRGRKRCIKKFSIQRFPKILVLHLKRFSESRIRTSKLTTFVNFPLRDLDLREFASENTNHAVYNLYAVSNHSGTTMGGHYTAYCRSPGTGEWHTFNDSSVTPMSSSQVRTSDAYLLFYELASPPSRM
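Deubiquitinase activity read as fluorescence (485/531 nm) after Ub-CHOP2 cleavage activates the enterokinase reporter on its substrate; USP2 core 10nM, Ub-CHOP2 and substrate 25nM each, 30min compound preincubation then 60min RT; data normalized to NEM, curves fitted.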
TSG101-PTAP inh – qHTS Assay for Iinhibitors of HIV-1 Budding by Blocking the Interaction of PTAP/TSG101. Tumor susceptibility gene 101 protein (Homo sapiens), Q99816. Fluorescence polarization, FITC-PTAP peptide / Tsg101 binding. Potency, µM (top dose mostly 115 µM), inactives show at the highest dose activity change, negative = inhibition, usual class: inhibitors. 340,000 tested, under 10 active; active = well fitted inhibition curve with a large enough effect in the main read-out, with a control signal flat, not every such curve was filed as active; inconclusive = small, poorly fitted or top-dose-only effect, or effect the other way, or a change in a side signal; inactive = no such curve, though single readings can be large or run the other way; note: potency is the fitted concentration of half-maximal effect; % of control where 0% means no effect
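Tsg101 binding domain (10 uM final) was mixed with compound and a FITC-labeled PTAP peptide (50 nM final) in HEPES pH 7.5 buffer with NaCl, Tween 20, EDTA and TCEP; fluorescence polarization was read after 20 min at r.t.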
uPA generation – qHTS for Inhibitors of Cell Surface uPA Generation | Potency, µM (series often up to 38.3 µM), inactives show at the top dose activity change, negative = inhibition, actives largely listed as inhibitors | cell surface uPA generation assay, qHTS | 0.31% of 330,000 active; active = well fitted inhibition curve with a large enough effect; inconclusive = small, poorly fitted or top-dose-only effect; inactive = no such curve, though single readings can be large or run the other way; tested in mouse RAW 264.7 cells; note: potency is the fitted concentration of half-maximal effect; % is set by controls: 0 for no effect and ±100 for the full control effect; nearly all actives have a fitted effect of over 55% in size
Tb PFK block – qHTS Assay to Find Inhibitors of T. brucei phosphofructokinase; ATP-dependent 6-phosphofructokinase (Trypanosoma brucei brucei), O15648; T. brucei PFK, ADP-Glo luminescence; Potency, µM (series often up to 57.5 µM), inactives show at the top dose activity, negative = inhibition, actives largely listed as inhibitors; 0.17% of 330,000 active; AID 485367, 2010;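 note: potency is the fitted concentration of half-maximal effect; 0% = uninhibited 1x PFK enzyme wells and -100% = no-enzyme wells; nearly all actives have a fitted effect of over 60% in size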
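Activity is normalized to no-enzyme wells (full inhibition) and 1.25 nM enzyme wells (no inhibition). Reaction: 0.5 mM F6P, 0.1 mM ATP, 45 min RT, ADP-Glo luminescence; concentration-response curves fitted and classed by quality.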
B2AR arrestin – qHTS assay of beta-arrestin-biased ligands of beta2-adrenergic receptor; AID 492947, 2010; Potency, µM (doses to about 46.1 µM), for inactives: at the highest dose activation, actives largely listed as activators; beta-arrestin recruitment to beta2AR, cell-based reporter; 0.02% of 330,000 active;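 note: potency is the fitted concentration of half-maximal effect; 0% = DMSO controls and full agonism = EC100 isoproterenol or metaproterenol; nearly all actives have a fitted effect of over 65% in size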
TCR act – Activators of T cell receptors: qHTS campaign; primary human leukocytes, anti-CD3, IL-2 HTRF, 48 h; Potency, µM (top dose mostly 9.22 µM), inactives show top-dose activation of IL-2 secretion, actives largely listed as activators; 330,000 tested, under 10 active; note: % of control where 0% means no effect
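Using a-CD3 beads without co-stimulation, primary human leukocytes were exposed to compounds for 48 hr. An HTRF IL-2 kit measured the cytokine, with europium-to-d2 energy transfer producing emission at 665nm upon 320nm excitation.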
TSHR antag – Antagonists of the Thyroid Stimulating Hormone Receptor: HTS campaign. TSHR-expressing cells, TSH-stimulated cAMP HTRF, 2 h; active compounds read low. 0.2% of 330,000 active. activity change, negative = inhibition, % at 11.5 µM. Thyrotropin receptor (Homo sapiens), P16473;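 active = activity change below a set negative limit, meaning inhibition stronger than a set level, cut at about -70% in these data; inconclusive = activity change between two set negative limits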; note: % is set by controls: 0 for no effect and ±100 for the full control effect
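Cell-based HTRF cAMP assay; TSHR cells + compound, TSH EC80 (4nM final), 2 h, 37 deg C. Lysis with anti-cAMP cryptate and cAMP-d2, 30 min RT, read 665/620 nm.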
* hit, by the source's call. Unless noted, calls come from the whole dose curve; as a rule, active = well fitted curve in the direction sought with a large enough effect; inconclusive = small, poorly fitted or top-dose-only effect, or another doubt; inactive = no such curve, though single readings can be large; an effect the other way counts as inactive or inconclusive. No enrichment for hits; 3% or so of the library scored in one or more.

`CCOC(=O)c1c(C)n(C)c2ccc(OCC(O)CN3CCC(C)CC3)cc12` (configuration not stated) gave ELG1 DNA repair -4%, Mito fusion yeast -5%, Eya2 phos inh 3%, Chronic BCR inh -1%, USP2a inh 0%, TSG101-PTAP inh 2%, uPA generation inconclusive, Tb PFK block 3%, B2AR arrestin -1.0%, TCR act -3% and TSHR antag 9.
Screening CC1CC(Nc2ccccc2)c2ccccc2N1C(=O)c1ccncc1 (configuration not stated) returned ELG1 DNA repair inconclusive, Mito fusion yeast 2%, Eya2 phos inh -4%, Chronic BCR inh 1%, USP2a inh 0%, TSG101-PTAP inh 0%, uPA generation 4%, Tb PFK block -1%, B2AR arrestin 0.0%, TCR act 4% and TSHR antag -7.
NS(=O)(=O)c1cccc(NC(=O)CCCNC(=O)c2ccc(Cl)cc2)c1 was read as ELG1 DNA repair 11%, Mito fusion yeast 2%, Eya2 phos inh 2%, Chronic BCR inh 0%, USP2a inh 1%, TSG101-PTAP inh 0%, uPA generation -6%, Tb PFK block 2%, B2AR arrestin -0.2%, TCR act 0% and TSHR antag -2.
Screening CC(C)(C)OC(=O)[C@H](CCCCN)NC(=O)c1nc[nH]c1C(=O)N[C@@H](CCCCN)C(=O)OC(C)(C)C returned ELG1 DNA repair 17%, Eya2 phos inh 0%, Chronic BCR inh 2%, USP2a inh 2%, TSG101-PTAP inh -1%, uPA generation 18%, Tb PFK block 1%, B2AR arrestin 0.0%, TCR act -3% and TSHR antag 20.
COc1cc(NC(=S)N(C)C)c(OC)cc1Cl was read as ELG1 DNA repair -21%, Mito fusion yeast -1%, Eya2 phos inh 19%, Chronic BCR inh inconclusive, USP2a inh 0%, TSG101-PTAP inh 0%, uPA generation 0%, Tb PFK block -2%, B2AR arrestin 0.2%, TCR act 1% and TSHR antag -10.
For S=C(NCc1ccc2[nH]c3c(c2c1)CCCC3)Nc1ccccc1 the results were ELG1 DNA repair -13%, Mito fusion yeast inconclusive, Eya2 phos inh -10%, Chronic BCR inh inconclusive, USP2a inh -5%, TSG101-PTAP inh -6%, uPA generation 7%, Tb PFK block 7%, B2AR arrestin 0.3%, TCR act -6% and TSHR antag -6.
`Cc1ccc(-c2nn(-c3ccc(F)cc3)cc2C(=O)NC2CCC(O)CC2)cc1` (configuration not stated) gave ELG1 DNA repair inconclusive, Mito fusion yeast 2%, Eya2 phos inh -15%, Chronic BCR inh inconclusive, USP2a inh 1%, TSG101-PTAP inh 0%, uPA generation -3%, Tb PFK block 0%, B2AR arrestin -1.2%, TCR act 1% and TSHR antag -5.
Screening Cc1csc(/N=C/N(C)C)c1C#N returned ELG1 DNA repair -1%, Mito fusion yeast -1%, Eya2 phos inh 3%, Chronic BCR inh -19%, USP2a inh 2%, TSG101-PTAP inh -6%, uPA generation 3%, Tb PFK block -1%, B2AR arrestin -0.7%, TCR act 4% and TSHR antag 2.
For CCOC(=O)c1c(NC(=O)COC(=O)CCOc2ccc(C)cc2)sc(C(=O)N(C)C)c1C the results were ELG1 DNA repair -8%, Mito fusion yeast 5%, Eya2 phos inh -16%, Chronic BCR inh 0%, USP2a inh -3%, TSG101-PTAP inh -2%, uPA generation 10%, Tb PFK block 14%, B2AR arrestin 0.0%, TCR act -1% and TSHR antag -10.
For Cn1c(S(=O)(=O)O)nc2ccccc21 the results were ELG1 DNA repair inconclusive, Mito fusion yeast 0%, Eya2 phos inh -21%, Chronic BCR inh 4%, USP2a inh 9%, TSG101-PTAP inh 1%, uPA generation 2%, Tb PFK block 2%, B2AR arrestin -0.3%, TCR act 3% and TSHR antag 6.
Cc1ccc(Oc2ncccc2CO)cc1 was read as ELG1 DNA repair 6%, Mito fusion yeast -4%, Eya2 phos inh 1%, Chronic BCR inh -6%, USP2a inh 1%, TSG101-PTAP inh -1%, uPA generation -6%, Tb PFK block 0%, B2AR arrestin 0.2%, TCR act -5% and TSHR antag -3.
Screening CCCN1C(=O)/C(=C\C=C2/Sc3ccccc3N2CC)SC1=S returned ELG1 DNA repair 5%, Mito fusion yeast 1%, Eya2 phos inh 11%, Chronic BCR inh 0%, USP2a inh 2%, Tb PFK block -3%, B2AR arrestin -0.2% and TSHR antag 13.
For O=C(COC(=O)c1cc(=O)[nH]c2ccccc12)Nc1ccc(F)cc1 the results were ELG1 DNA repair 4%, Eya2 phos inh 1%, Chronic BCR inh -8%, USP2a inh -1%, TSG101-PTAP inh 1%, uPA generation 4%, Tb PFK block -8%, B2AR arrestin -0.8%, TCR act -4% and TSHR antag -11.
Screening CCOC(=O)C(CC)/C(C)=N\NC(=O)c1cccc(C)c1 (configuration not stated) returned ELG1 DNA repair 4%, Mito fusion yeast -9%, Eya2 phos inh -14%, Chronic BCR inh inconclusive, USP2a inh -1%, TSG101-PTAP inh -6%, uPA generation -5%, Tb PFK block -4%, B2AR arrestin -0.2%, TCR act 3% and TSHR antag -15.
Cc1nc(C(C)NC(=O)CCc2nnc(-c3ccsc3)o2)cs1 (configuration not stated) was read as ELG1 DNA repair 13%, Mito fusion yeast 2%, Eya2 phos inh 3%, Chronic BCR inh -11%, USP2a inh 1%, TSG101-PTAP inh -8%, uPA generation 1%, Tb PFK block -3%, B2AR arrestin -0.7%, TCR act 2% and TSHR antag -6.
CSc1nnc(C(C)(C)C)c(=O)n1/N=C/c1ccc(Cl)cc1 was read as ELG1 DNA repair 9%, Mito fusion yeast -3%, Eya2 phos inh 1%, Chronic BCR inh -4%, USP2a inh -1%, TSG101-PTAP inh -3%, uPA generation -1%, Tb PFK block 3%, B2AR arrestin -0.6%, TCR act 1% and TSHR antag -3.
CCc1nc(SCc2ccc(C(=O)OC)o2)n[nH]1 was read as ELG1 DNA repair 23%, Mito fusion yeast 1%, Eya2 phos inh 2%, Chronic BCR inh -1%, USP2a inh -1%, TSG101-PTAP inh 0%, uPA generation 0%, Tb PFK block -1%, B2AR arrestin -0.3%, TCR act -2% and TSHR antag 24.
Screening CN(C(=O)c1ccccc1-c1ncc[nH]1)C1CCCN(Cc2ccccc2F)C1 (configuration not stated) returned ELG1 DNA repair 8%, Mito fusion yeast -1%, Eya2 phos inh 0%, Chronic BCR inh -1%, USP2a inh -1%, TSG101-PTAP inh -3%, uPA generation 2%, Tb PFK block -1%, B2AR arrestin -0.5%, TCR act 5% and TSHR antag 15.
S=c1sc2c(Cl)ncnc2n1-c1ccccc1 was read as ELG1 DNA repair inconclusive, Mito fusion yeast -1%, Eya2 phos inh -10%, Chronic BCR inh inconclusive, USP2a inh 2%, TSG101-PTAP inh -6%, uPA generation inconclusive, Tb PFK block -11%, B2AR arrestin -0.2%, TCR act 1% and TSHR antag inconclusive.
Cc1noc(C)c1COc1ccc(C(=O)Nc2ccccn2)cc1 was read as ELG1 DNA repair inconclusive, Mito fusion yeast 0%, Eya2 phos inh -7%, Chronic BCR inh 2%, USP2a inh 0%, TSG101-PTAP inh -6%, uPA generation 3%, Tb PFK block 2%, B2AR arrestin 0.4%, TCR act -8% and TSHR antag -5.
`Cc1ccc(S(=O)(=O)CC(=O)Nc2ccc(S(=O)(=O)Nc3ccccn3)cc2)cc1` gave ELG1 DNA repair -8%, Mito fusion yeast 4%, Eya2 phos inh -8%, Chronic BCR inh -4%, USP2a inh 0%, TSG101-PTAP inh -2%, uPA generation 5%, Tb PFK block -7%, B2AR arrestin 0.1%, TCR act 8% and TSHR antag 1.
Cc1cc(C)cc(C(=O)NC(CC(N)=O)c2ccc(N3CCCCCC3)c([N+](=O)[O-])c2)c1 (configuration not stated) was read as ELG1 DNA repair -8%, Mito fusion yeast -1%, Eya2 phos inh 7%, Chronic BCR inh -24%, USP2a inh 0%, TSG101-PTAP inh -4%, uPA generation 1%, Tb PFK block -1%, B2AR arrestin 0.3%, TCR act -5% and TSHR antag 3.
